CXCR6 inh: CXCR6 receptor inhibitors, primary screen, cell-based, beta-arrestin, luminescence, CHO-K1 PathHunter, 1536-well | C-X-C chemokine receptor type 6 (Homo sapiens), O00574 | inhibition, % at 20 µM | 0.36% of 360,000 active | AID 602244, 2012; in the data active = inhibition above about 34%, passing the limit was not always enough;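 also: antagonist mode with CXCL16 agonist at 10 nM final; 0% = 10 nM CXCL16 with DMSO and 100% = unstimulated wells without agonist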
tim10-1 inh: growth inhibitors of tim10-1 mutant yeast, primary screen, luminescence, uHTS; S. cerevisiae tim10-1 ts strain growth, BacTiter-Glo, 24 h; inhibition, % at 20 µM; 2.2% of 330,000 active; AID 463190, 2010;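 active = inhibition of at least 40%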;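 also: mutant grown at 25 °C; 0% = DMSO wells with yeast and 100% = wells holding no yeast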
XBP1 UPR activ: activators of adaptive XBP1 UPR arm, primary screen, cell-based, CHO-XBP1 luciferase reporter, luminescence, uHTS; IRE1-XBP1 UPR activation; percent of tunicamycin response, DMSO as zero; activation, % at 20 µM; 0.33% of 330,000 active; AID 463104, 2010;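 active = versus positive control, 20 µM dose yields 30% or more activation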;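 also: 100% = tunicamycin at 10 µg/mL and 0% = DMSO only wells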
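Material: IRE1-XBP1 luciferase reporter CHO line / Quantity: one thousand reporter cells per well / Buffer or medium: F12 with 10% serum / Compound: 20 µM single concentration, DMSO 1% / Times: 6 h treatment, 37 °C / Detection: Steady-Glo luciferase glow luminescence, 10 min after reagent addition / Benchmarks: tunicamycin high, DMSO low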
APJ ag: agonists of human apelin receptor APJ, primary screen, CHO-K1 cells, PathHunter beta-arrestin, luminescence | 0% DMSO wells, 100% apelin | activation, % at 20 µM | AID 2520, 2010 | 0.11% of 330,000 active;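 active = activation more than six SD over the plate average, tested at 20 µM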;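 also: 0% = DMSO alone and 100% = apelin-13 at 10 nM; some results filed as inactive read as strong as hits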
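system = engineered CHO-K1 APJ arrestin reporter cells | input = 1000 cells per well | timing = overnight seeding, 90 min compound at 25 °C, 1 h detection | measured by = enzyme-fragment complementation luminescence | read-out = beta-arrestin recruitment to APJ as agonist activity, luminescent signal | control set = negative DMSO alone, positive Apelin-13 at 10 nM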
Mdm2 MdmX PPI: inhibitors of human Mdm2-MdmX association, primary screen, cell-based, luminescence, split luciferase, SaOS-2, uHTS | SaOS-2 split-luciferase Mdm2/MdmX complementation | inhibition, % at 8 µM | 3% of 330,000 active | AID 485346, 2010;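 active = inhibition of at least 50% at 8 µM in the primary screen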
Target sequence (O15151 whole entry, looked up): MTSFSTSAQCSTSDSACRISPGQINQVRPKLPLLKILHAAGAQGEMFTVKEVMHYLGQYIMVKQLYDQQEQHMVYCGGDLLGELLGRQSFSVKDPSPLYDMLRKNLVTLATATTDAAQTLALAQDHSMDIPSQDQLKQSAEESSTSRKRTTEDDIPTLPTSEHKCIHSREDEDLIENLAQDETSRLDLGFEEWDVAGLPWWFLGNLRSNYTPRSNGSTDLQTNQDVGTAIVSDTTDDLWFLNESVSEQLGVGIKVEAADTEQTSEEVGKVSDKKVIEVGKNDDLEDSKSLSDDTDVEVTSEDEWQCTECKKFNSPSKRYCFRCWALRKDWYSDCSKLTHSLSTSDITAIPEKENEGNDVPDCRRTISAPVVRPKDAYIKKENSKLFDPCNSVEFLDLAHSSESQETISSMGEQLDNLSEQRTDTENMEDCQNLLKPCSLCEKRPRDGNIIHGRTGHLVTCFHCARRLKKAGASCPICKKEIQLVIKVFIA
Target sequence (Q00987 whole entry, looked up): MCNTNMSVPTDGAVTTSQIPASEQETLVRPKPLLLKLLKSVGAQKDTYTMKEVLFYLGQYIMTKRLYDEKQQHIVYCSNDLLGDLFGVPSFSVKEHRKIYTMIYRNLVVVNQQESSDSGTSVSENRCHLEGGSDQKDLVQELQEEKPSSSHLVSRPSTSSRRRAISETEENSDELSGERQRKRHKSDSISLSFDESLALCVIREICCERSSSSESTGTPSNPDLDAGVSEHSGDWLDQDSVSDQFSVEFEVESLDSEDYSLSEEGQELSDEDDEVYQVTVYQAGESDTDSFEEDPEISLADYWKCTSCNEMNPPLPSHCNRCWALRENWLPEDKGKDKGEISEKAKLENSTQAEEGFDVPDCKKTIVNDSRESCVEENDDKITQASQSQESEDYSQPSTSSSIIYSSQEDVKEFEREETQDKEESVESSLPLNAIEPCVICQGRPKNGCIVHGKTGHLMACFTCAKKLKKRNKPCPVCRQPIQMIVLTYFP
tim23-1 inh: growth inhibitors of tim23-1 mutant yeast, primary screen, luminescence, uHTS. S. cerevisiae tim23-1 growth, BacTiter-Glo luminescence, 24 h. inhibition, % at 20 µM. 1.3% of 330,000 active;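 active = growth inhibition of the mutant yeast at or above 50%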;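 also: temperature-sensitive mutant grown at 25 °C; plate controls were DMSO-treated mutant yeast for no effect and medium wells lacking yeast for full effect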
UPR CHOP act: activators of apoptotic CHOP UPR arm, primary screen, cell-based, CHO-CHOP luciferase reporter, luminescence, uHTS; UPR activation; percent of tunicamycin response over DMSO baseline; activation, % at 10 µM; 0.34% of 330,000 active; AID 449763, 2010;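 active = at 10 µM dose, activation of 40% or more, normalized to positive control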;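 also: 100% = tunicamycin at 10 µg/mL and 0% = DMSO alone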
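Material: CHO-CHOP cells, stable luciferase reporter of PERK-eIF2a-CHOP signalling; quantity: 500 reporter cells seeded per well; buffer or medium: F12 medium containing 10% fetal bovine serum; compound: one dose, 10 µM in 0.5% DMSO; incubation: 6 h compound treatment, 37 °C; measured by: Steady-Glo luciferase luminescence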
APJ antag: antagonists of human apelin receptor APJ, primary screen, CHO-K1 cells, beta-arrestin complementation, luminescence; P35414; inhibition, % at 20 µM; 0.32% of 330,000 active; AID 2521, 2010;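 active = inhibition above about 40% at 20 µM, limit read from the data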;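 also: cells challenged with 10 nM apelin-13 agonist together with compound; plate controls were apelin-13 plus DMSO wells for no effect and DMSO wells lacking apelin-13 for full effect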
TIM10 inh: growth inhibitors of isogenic TIM10 control yeast, primary screen, counter-screen for tim10-1 yeast inhibitor project, luminescence, uHTS | inhibition, % at 10 µM | 1.4% of 330,000 active | S. cerevisiae TIM10 strain growth, BacTiter-Glo luminescence, 24 h | AID 463195, 2010;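 active = inhibition of 40% or more at the single tested concentration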;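 also: wild-type TIM10 isogenic control strain grown at permissive 25 °C; 0% = DMSO yeast wells and 100% = minimal medium wells without yeast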
An asterisk follows results filed as active; x = no result given. Not all compounds are listed; rates above refer to the full screens.

item | SMILES | TIM10 inh | tim23-1 inh | CXCR6 inh | XBP1 UPR activ | UPR CHOP act | APJ ag | APJ antag | tim10-1 inh | Mdm2 MdmX PPI
1 | Cc1nc2ccccn2c1C(=O)NCCCN1CCOCC1 | 6 | 18 | -2 | -6 | -1.5 | -1 | -38 | 11 | 1
2 | CCOC(=O)c1nn(-c2ccc(F)cc2)c2nc(-c3ccccc3)c(C#N)c(=O)n12 | 10 | 24 | 4 | -2 | -1.2 | -2 | 12 | 26 | 14
3 | Cc1c(O)ccc(NC(=O)/C=C/c2ccccc2)c1C | -3 | 16 | -1 | 2 | -0.3 | 2 | -12 | 0 | -19
4 | COc1cccc(C(=O)Nc2ccc(C)cc2)c1 | -1 | 0 | -2 | 2 | 3.4 | -4 | 13 | -19 | -102
5 | O=C(COc1ccc2ccccc2c1)NC1=NCCS1 | 7 | 5 | -11 | 1 | 3.9 | 1 | 8 | 17 | -71
6 | O/C=c1\ccc2cccc3nc(C(F)(F)F)nc1c23 | 52* | 50* | -32 | 1 | 1.8 | 7 | -33 | 63* | 17
7 | COc1ccc(N2C(=O)N3[C@H](c4ccc(Cl)cc4)[C@@H]4C(=O)N(C5CCCCC5)C(=O)[C@@H]4[C@]3(C)C2=O)cc1 | 8 | 11 | -8 | -3 | 6.9 | 11 | -4 | 7 | 11
8 | Cn1nnnc1SCC(=O)Nc1ccc(Oc2ccccc2)cc1 | 1 | 3 | 1 | 2 | 1.1 | 2 | -8 | -1 | 3
9 | COc1ccc(-c2cc(C)no2)cc1S(=O)(=O)Nc1ccc(NC(C)=O)cc1 | -3 | -3 | -7 | 1 | 0.9 | 2 | -19 | -3 | 24
10 | CN(C)C(=O)CCc1ccc2c3c([nH]c2c1)[C@]1(C)[C@@H](C(=O)N2CCOCC2)C[C@H](CC(=O)NCc2ccco2)C(=O)N1CC3 | -5 | 22 | -5 | 1 | 1.4 | x | x | -2 | 4
11 | O=C(Nc1nnc(SCc2ccc(Cl)cc2Cl)s1)C1COc2ccccc2O1 (stereo unspecified) | 11 | 29 | 0 | -1 | -1.3 | 4 | 12 | 15 | 35
12 | COC(C(=O)NNS(=O)(=O)c1ccc([N+](=O)[O-])cc1)c1ccccc1 (stereo unspecified) | 13 | 7 | 15 | 4 | -1.6 | -1 | 15 | -12 | 15
13 | COc1ccc(CN(C(=O)c2ccco2)C2CCS(=O)(=O)C2)cc1 (stereo unspecified) | 2 | -8 | -2 | -1 | 2.9 | -5 | 3 | 1 | 29
14 | COc1ccc(C(=O)NCc2ccc(-c3nc4ccccc4s3)cc2)cc1OC | -5 | -10 | -10 | 1 | 2.9 | 0 | -10 | -38 | -26
15 | O=C(CSc1nnc(-c2ccncc2)s1)Nc1ccc(Cl)c(C(=O)O)c1 | -6 | 1 | -24 | -1 | 0.7 | -1 | -5 | -20 | -11
16 | CCOC(=O)N1CCN(C(=O)CSc2ccc(-c3ccccc3OC)nn2)CC1 | -5 | 3 | 3 | -1 | 6.2 | -1 | 0 | 14 | -20
17 | Cc1ccc(C(=O)NC(=S)NCc2cccnc2)cc1C | -9 | 13 | 0 | 1 | 0.9 | -5 | 2 | -9 | -23
18 | Cn1nnc2cc(C(=O)N3CCSCC3)ccc21 | 12 | 13 | -2 | 1 | 0.2 | 9 | -6 | 8 | 13
19 | O=C(Nc1cccc(Cl)c1)OCc1cn(-c2ccc(Cl)cc2)nn1 | -4 | 0 | 2 | -2 | 0.0 | -2 | -3 | 1 | 18
20 | O=C(Nc1ccc(F)cc1F)c1csc(-c2ccccc2)n1 | 7 | 23 | -1 | 0 | 0.3 | -4 | -5 | 30 | -28
21 | CCCc1cc(=O)oc2cc(OC(C)C(=O)NCCCn3ccnc3)ccc12 (stereo unspecified) | -9 | 8 | 3 | 0 | 4.9 | 5 | -15 | 16 | 0
22 | CCCCc1nc2cc(C(=O)NCc3nccn3CC)ccc2o1 | -1 | -3 | 5 | -3 | 3.6 | 0 | -3 | 6 | -21
23 | COc1ccc(CN2CCC(=O)N([C@H](CO)Cc3ccccc3)CC2)cc1 | -4 | 1 | 3 | -1 | 0.9 | 6 | 19 | -13 | -7
24 | COc1ccc(-c2[nH]n(-c3ccc([N+](=O)[O-])cc3)c(=O)c2C=NCC2CCCO2)cc1 (stereo unspecified) | 19 | 15 | 13 | -2 | -0.6 | -5 | 5 | 28 | -19
25 | CCOC(=O)C1CCN(C(=O)c2cccc(NS(=O)(=O)c3ccc(F)c(F)c3)c2)CC1 | 16 | 14 | 1 | -3 | -1.0 | -1 | 10 | 5 | 2

Looked up one by one from above (4):
item | SMILES | TIM10 inh | tim23-1 inh | CXCR6 inh | XBP1 UPR activ | UPR CHOP act | APJ ag | APJ antag | tim10-1 inh | Mdm2 MdmX PPI
2 | CCOC(=O)c1nn(-c2ccc(F)cc2)c2nc(-c3ccccc3)c(C#N)c(=O)n12 | 10 | 24 | 4 | -2 | -1.2 | -2 | 12 | 26 | 14
14 | COc1ccc(C(=O)NCc2ccc(-c3nc4ccccc4s3)cc2)cc1OC | -5 | -10 | -10 | 1 | 2.9 | 0 | -10 | -38 | -26
11 | O=C(Nc1nnc(SCc2ccc(Cl)cc2Cl)s1)C1COc2ccccc2O1 (stereo unspecified) | 11 | 29 | 0 | -1 | -1.3 | 4 | 12 | 15 | 35
9 | COc1ccc(-c2cc(C)no2)cc1S(=O)(=O)Nc1ccc(NC(C)=O)cc1 | -3 | -3 | -7 | 1 | 0.9 | 2 | -19 | -3 | 24

The listing picks up with the 6 entries that preceded the break.
item | SMILES | TIM10 inh | tim23-1 inh | CXCR6 inh | XBP1 UPR activ | UPR CHOP act | APJ ag | APJ antag | tim10-1 inh | Mdm2 MdmX PPI
20 | O=C(Nc1ccc(F)cc1F)c1csc(-c2ccccc2)n1 | 7 | 23 | -1 | 0 | 0.3 | -4 | -5 | 30 | -28
21 | CCCc1cc(=O)oc2cc(OC(C)C(=O)NCCCn3ccnc3)ccc12 (stereo unspecified) | -9 | 8 | 3 | 0 | 4.9 | 5 | -15 | 16 | 0
22 | CCCCc1nc2cc(C(=O)NCc3nccn3CC)ccc2o1 | -1 | -3 | 5 | -3 | 3.6 | 0 | -3 | 6 | -21
23 | COc1ccc(CN2CCC(=O)N([C@H](CO)Cc3ccccc3)CC2)cc1 | -4 | 1 | 3 | -1 | 0.9 | 6 | 19 | -13 | -7
24 | COc1ccc(-c2[nH]n(-c3ccc([N+](=O)[O-])cc3)c(=O)c2C=NCC2CCCO2)cc1 (stereo unspecified) | 19 | 15 | 13 | -2 | -0.6 | -5 | 5 | 28 | -19
25 | CCOC(=O)C1CCN(C(=O)c2cccc(NS(=O)(=O)c3ccc(F)c(F)c3)c2)CC1 | 16 | 14 | 1 | -3 | -1.0 | -1 | 10 | 5 | 2
26 | Cc1cccc(C)c1NC(=O)CNC(=O)c1ccc2c(c1)NC(=O)CS2 | -8 | 14 | 6 | -3 | -0.5 | 2 | 4 | 6 | -1
27 | Fc1ccccc1OCCSc1nc2ccccc2o1 | 0 | 16 | 0 | 4 | 3.7 | 0 | -29 | 28 | -11
28 | CC1Cc2nc(SCC(N)=O)n(C)c(=O)c2S1 (stereo unspecified) | -1 | 4 | -5 | 2 | 1.6 | -1 | -47 | -17 | 20
29 | CCCNC(=O)c1ccc(S(N)(=O)=O)cc1 | 1 | 2 | 0 | -3 | 3.9 | -3 | 12 | 6 | 20
30 | COc1cccc(NC(=O)COC(=O)c2c(-c3ccccc3)noc2C)c1 | 27 | 22 | -14 | -2 | -0.2 | -6 | -16 | 19 | 24
31 | CCCCCc1ccc(OCCCC[n+]2cccc(C)c2)c(CCCCC)c1 | -73 | 49 | -14 | 6 | -2.4 | -1 | -10 | 31 | 83*
32 | Nc1nnc(SCC(=O)NC2CCCCC2)n1-c1ccccc1 | 8 | 0 | -4 | 1 | -0.6 | -3 | -28 | -2 | 20
33 | COc1ccc(NC(=S)NCc2cccnc2)cc1 | 0 | -11 | 3 | -2 | 1.5 | -1 | 23 | -14 | 8
34 | O=c1c2ccccc2nc(/C=C/c2cc(Br)ccc2O)n1CCO | 22 | 15 | -1 | -1 | 0.8 | 0 | 8 | 13 | 65*
35 | CC(C)Oc1ccc(C2CC(=O)NC2=O)cc1 (stereo unspecified) | 3 | -2 | -2 | -4 | -0.1 | -3 | -20 | 0 | 24
36 | CC1(C)Cc2c(sc3[nH]c(=S)n(Cc4ccccc4)c(=O)c23)CO1 | 23 | 19 | -1 | 1 | -0.3 | -2 | 13 | 8 | 28
37 | CCCN1C(=O)c2ccc(C(=O)NCc3ccco3)cc2C1=O | -20 | 13 | -5 | -3 | 0.8 | 4 | 19 | 9 | 17
38 | CSc1nnc(C)c(=O)n1COC(=O)COc1ccc(F)cc1 | 7 | 5 | -1 | 0 | -1.3 | -5 | 3 | -16 | 23
39 | COCCCNC(=S)Nc1ccc(N2CCCCC2)cc1 | 14 | -8 | 4 | -4 | 5.9 | -1 | 9 | 21 | -7
40 | CCCC(=O)N1CCN(C2=NS(=O)(=O)c3ccccc32)CC1 | 0 | 10 | 3 | 1 | 0.5 | -2 | 1 | 6 | -3
41 | CC(C)c1cc(CN2CCN(CCC#N)CC2)cc(C(C)C)c1O | -6 | -12 | 1 | -3 | 0.4 | -2 | -4 | 10 | -13
42 | O=[N+]([O-])c1cccc(C2=NCCS2)c1 | 7 | 11 | -1 | -2 | 1.5 | -4 | 4 | 14 | -28
43 | Cc1ccsc1/C=c1\sc2ncnn2c1=O | -4 | 33 | 1 | 0 | 0.7 | 3 | 12 | 10 | -15
44 | CC(SCc1ccccc1)C(=O)Nc1ccc2c(c1)OCO2 (stereo unspecified) | 1 | 30 | -2 | 0 | 1.8 | -4 | -2 | 20 | -5
45 | Cc1cccn2c(CN[C@@H]3CCCC[C@H]3c3ccccc3)c(C(=O)N3CCOCC3)nc12 | 8 | 18 | 0 | -1 | -0.3 | -1 | -2 | 0 | 21
46 | Oc1ccc(N=Nc2ccc3c(c2)OCCO3)c2cccnc12 | -11 | 40 | 36 | -2 | 8.3 | -10 | 52* | 23 | 77*
47 | CC(C)c1ccc(S(=O)(=O)N2CCN(C(=O)[C@@H]3CCCN3C(=O)c3cccs3)CC2)cc1 | -3 | 2 | 0 | 0 | 0.8 | 5 | 10 | -1 | 13
48 | O=C(O)c1ccc(/C=N/NC(=O)C(O)(c2ccccc2)c2ccccc2)cc1 | -7 | 16 | 0 | -4 | -0.8 | 4 | 7 | -6 | -5

Source: PubChem
